Screens as filed in PubChem.
OX1R antag-1 – antagonists of human orexin 1 receptor (OX1R) | Orexin/Hypocretin receptor type 1 (Homo sapiens), O43613 | OX1R-expressing cells, FRET antagonist read-out | inhibition, % at 6.6 µM | 1.8% of 330,000 active | AID 485270, 2010; in the data active means inhibition mostly above about 38%, no sharp cut-off; inactive means mostly below about 40%;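 further: 0% = agonist challenge alone and 100% = reference antagonist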
Target sequence (O43613 whole entry, looked up): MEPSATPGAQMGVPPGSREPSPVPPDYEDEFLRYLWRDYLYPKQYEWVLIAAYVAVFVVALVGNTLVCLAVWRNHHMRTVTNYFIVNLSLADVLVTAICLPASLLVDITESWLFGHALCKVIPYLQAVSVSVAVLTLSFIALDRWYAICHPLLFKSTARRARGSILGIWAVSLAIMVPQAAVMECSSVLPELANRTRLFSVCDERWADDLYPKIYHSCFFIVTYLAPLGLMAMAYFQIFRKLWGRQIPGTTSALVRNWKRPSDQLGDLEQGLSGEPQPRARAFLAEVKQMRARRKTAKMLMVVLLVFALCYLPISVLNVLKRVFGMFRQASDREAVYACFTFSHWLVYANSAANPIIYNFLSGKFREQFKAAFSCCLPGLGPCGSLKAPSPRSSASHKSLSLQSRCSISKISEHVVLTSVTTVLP
OX1R antag-2 – OX1R (HCRTR1) antagonists, primary screen, fluorescence, CHO/OX1R cells, Fluo-8 calcium, orexin A; inhibition, % at 5 µM; 0.43% of 330,000 active; AID 434989, 2010; Fluo-8 calcium fluorescence; Orexin/Hypocretin receptor type 1 (Homo sapiens), O43613;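 active means inhibition above its plate's threshold, mean inhibition of all tested compounds on the plate plus 3 SD, cut at about 37% in these data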;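 further: 0% = orexin A challenge wells and 100% = SB-334867-A antagonist wells; not every result past the cut was called active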
* hit, by the source's call.

Preview (7 entries):
COCCN(C(=O)c1csnn1)C(C(=O)NC1CCCCC1)c1ccccc1 (configuration not stated) was read as OX1R antag-1 8 and OX1R antag-2 -14.
Screening CCOC(=O)C(C)Sc1cc(CS(=O)(=O)c2ccccc2)nc(-c2ccccc2)n1 (configuration not stated) returned OX1R antag-1 12 and OX1R antag-2 -9.
For COc1ccc(NC(=O)CN2CCN(CC(=O)Nc3ccccc3F)CC2)c(OC)c1 the results were OX1R antag-1 -5 and OX1R antag-2 -1.
Screening Cc1ccc(S(=O)(=O)N2CCOC2CNC(=O)C(=O)NCCc2c[nH]c3ccccc23)cc1 (configuration not stated) returned OX1R antag-1 21 and OX1R antag-2 -18.
`COC(=O)c1ccc(C(=O)OC)c(NC(=O)COC(=O)c2ccccc2OC)c1` gave OX1R antag-1 -7 and OX1R antag-2 -12.
`Cc1cc(-c2nnc(SCC(=O)Nc3ccccn3)o2)no1` gave OX1R antag-1 4 and OX1R antag-2 4.
Screening CC(C)Cn1c(CNC(=O)c2ccccc2)nc2ccccc21 returned OX1R antag-1 35 and OX1R antag-2 -33.

The whole of this part, previewed entries included:
COCCN(C(=O)c1csnn1)C(C(=O)NC1CCCCC1)c1ccccc1 (configuration not stated) was read as OX1R antag-1 8 and OX1R antag-2 -14.
Screening CCOC(=O)C(C)Sc1cc(CS(=O)(=O)c2ccccc2)nc(-c2ccccc2)n1 (configuration not stated) returned OX1R antag-1 12 and OX1R antag-2 -9.
For COc1ccc(NC(=O)CN2CCN(CC(=O)Nc3ccccc3F)CC2)c(OC)c1 the results were OX1R antag-1 -5 and OX1R antag-2 -1.
Screening Cc1ccc(S(=O)(=O)N2CCOC2CNC(=O)C(=O)NCCc2c[nH]c3ccccc23)cc1 (configuration not stated) returned OX1R antag-1 21 and OX1R antag-2 -18.
`COC(=O)c1ccc(C(=O)OC)c(NC(=O)COC(=O)c2ccccc2OC)c1` gave OX1R antag-1 -7 and OX1R antag-2 -12.
`Cc1cc(-c2nnc(SCC(=O)Nc3ccccn3)o2)no1` gave OX1R antag-1 4 and OX1R antag-2 4.
Screening CC(C)Cn1c(CNC(=O)c2ccccc2)nc2ccccc21 returned OX1R antag-1 35 and OX1R antag-2 -33.
For CCn1c(SCC(=O)Nc2nc3ccc(OC)cc3s2)nc2c1c(=O)n(C)c(=O)n2C the results were OX1R antag-1 15 and OX1R antag-2 -28.
For COc1ccccc1Oc1nc([N+](=O)[O-])nn1CC(N)=O the results were OX1R antag-1 48 and OX1R antag-2 -4.
COc1ccc(-c2csc(NC(=O)c3ccccc3NS(=O)(=O)c3ccc(C)cc3)n2)cc1 was read as OX1R antag-1 43* and OX1R antag-2 11.
Screening C/C(Cl)=C/Cc1c(C)[nH]c2c(ccc3ccccc32)c1=O returned OX1R antag-1 -2 and OX1R antag-2 -18.
`COc1ccc(/C=C2\N=C(c3c(-c4ccccc4)noc3C)OC2=O)cc1OC` gave OX1R antag-1 13 and OX1R antag-2 -2.
CCOc1cccc(Oc2ccc(C(F)(F)F)cn2)c1 was read as OX1R antag-1 2 and OX1R antag-2 -6.
Screening Cc1ccc(C)c(N/C=C(\C#N)c2nc3ccccc3o2)c1 returned OX1R antag-1 11 and OX1R antag-2 -15.
CN(c1ccccc1)S(=O)(=O)c1cccc(NC(=O)C2CC(=O)N(Cc3ccccc3)C2)c1 (configuration not stated) was read as OX1R antag-1 12 and OX1R antag-2 -24.
CCCCCCc1c(O)c2ccccc2[nH]c1=O was read as OX1R antag-1 26 and OX1R antag-2 -19.
For c1ccc(N2CCN(c3nc4ccccc4[nH]3)CC2)nc1 the results were OX1R antag-1 11 and OX1R antag-2 -31.
For COc1ccc(CC(=O)NNC(=O)CSc2nnc(Cc3ccc(OC)cc3)n2-c2ccccc2)cc1 the results were OX1R antag-1 22 and OX1R antag-2 -2.
For COc1ccc(NC(=O)CN(C)C(=O)c2cccc(S(=O)(=O)Nc3ccc(F)cc3)c2)cc1 the results were OX1R antag-1 1 and OX1R antag-2 -23.
Screening Cc1cc(C)cc(NC(=O)CSc2nc(CSc3ccc(Cl)cc3)cc(=O)[nH]2)c1 returned OX1R antag-1 6 and OX1R antag-2 -18.
Screening CC1(C)CNC(=O)CC(C)(C)N1O returned OX1R antag-1 6 and OX1R antag-2 -10.
`COc1ccc(-c2cc(C(=O)Nc3cccc(C(C)=O)c3)no2)cc1` gave OX1R antag-1 13 and OX1R antag-2 -20.
CC(C)c1nc(Cl)c(C#N)c2c1COC(C)(C)C2 was read as OX1R antag-1 -2 and OX1R antag-2 -20.
`Cc1ccc2c(c1)CCCN2S(=O)(=O)c1cccc(C(=O)Nc2ccccc2C(=O)O)c1` gave OX1R antag-1 58* and OX1R antag-2 -24.
`COc1cccc(NC(=O)CN(C)C(=O)CCc2nc3sc4c(c3c(=O)[nH]2)CCCC4)c1` gave OX1R antag-1 16 and OX1R antag-2 -23.
`O=C(COC(=O)c1ccc(NC(=O)C2CC=CCC2C(=O)O)cc1)c1ccccc1` (configuration not stated) gave OX1R antag-1 12 and OX1R antag-2 -25.
C#CCNC(=O)C1=C[C@H](C)C[C@H](OCc2ccc(CO)cc2)O1 was read as OX1R antag-1 5 and OX1R antag-2 -3.
`COc1ccccc1NS(=O)(=O)c1cc(C(=O)NCc2ccncc2)ccc1C` gave OX1R antag-1 12 and OX1R antag-2 -22.
CCSc1nnc(NC(=O)CC)s1 was read as OX1R antag-1 16 and OX1R antag-2 -9.
CC(=O)c1cccc(S(=O)(=O)NC2CCSc3ccccc32)c1 (configuration not stated) was read as OX1R antag-1 38 and OX1R antag-2 -12.
COc1ccc(N2C(=O)C3CCCN3C2c2cccc(C)c2)cc1Cl (configuration not stated) was read as OX1R antag-1 29 and OX1R antag-2 -39.
`O=S(=O)(c1ccc(Cl)cc1)N1c2ccccc2Oc2nc3ccccc3nc21` gave OX1R antag-1 19 and OX1R antag-2 -20.
Screening O=C(COc1ccc(Cl)cc1)NNC(=O)c1ccc2c(=O)n3c(nc2c1)CCC3 returned OX1R antag-1 9 and OX1R antag-2 -26.
`COc1ccccc1N(C)S(=O)(=O)c1ccc(C(=O)Nc2ccc(C(N)=O)cc2)cc1` gave OX1R antag-1 4 and OX1R antag-2 5.
For CCOc1ccc(NC(=O)CSc2nncc(=O)n2N)cc1 the results were OX1R antag-1 15 and OX1R antag-2 -14.
For Cc1ccc(C(=O)NCC(C)(C)N2CCOCC2)s1 the results were OX1R antag-1 4 and OX1R antag-2 4.
For Cc1cc(Nc2ccccc2)n(C(=O)c2ccc(Cl)cc2)n1 the results were OX1R antag-1 26 and OX1R antag-2 -11.
Cc1cc(S(=O)(=O)Nc2ccc(C(=O)N3CCN(C(=O)c4ccco4)CC3)cc2)ccc1F was read as OX1R antag-1 11 and OX1R antag-2 -24.
O=C(NCCC1CC1(Cl)Cl)c1ccc([N+](=O)[O-])cc1 (configuration not stated) was read as OX1R antag-1 7 and OX1R antag-2 0.
Screening COc1cc(/C=C/C(=O)OC(C)C(=O)Nc2ccc(Cl)cn2)ccc1OC(F)F (configuration not stated) returned OX1R antag-1 5 and OX1R antag-2 -20.
Screening CCOc1ccc(CCNC(=O)CCc2c(C)nc3ncnn3c2C)cc1OCC returned OX1R antag-1 20 and OX1R antag-2 -33.
Screening Cc1cc(C(F)(F)F)c(C#N)c(SCC(=O)Nc2nc3ccccc3s2)n1 returned OX1R antag-1 74* and OX1R antag-2 22.
Screening CC1=CCC(C(=O)O)(C(=O)N/N=C/c2cccs2)C(c2ccc(Cl)cc2)C1 (configuration not stated) returned OX1R antag-1 18 and OX1R antag-2 -32.
O=C(CS(=O)(=O)c1c[nH]c2ccccc12)N1CCCCC1 was read as OX1R antag-1 12 and OX1R antag-2 -15.
CCOc1ccc(S(=O)(=O)N2CCN(C)CC2)c(C)c1C was read as OX1R antag-1 0 and OX1R antag-2 -13.
Screening CCN=C1S/C(=C\c2ccc(-c3cccc(C(=O)O)c3)o2)C(=O)N1CC returned OX1R antag-1 17 and OX1R antag-2 -19.
For O=C(C[n+]1ccccc1)N1c2ccccc2Sc2ccccc21 the results were OX1R antag-1 19 and OX1R antag-2 8.
O=C(C[n+]1cnn(CC(=O)c2ccc(Cl)cc2Cl)c1)c1ccc([N+](=O)[O-])cc1 was read as OX1R antag-1 37 and OX1R antag-2 -1.
Screening COc1ccc(S(=O)(=O)N2CCN(c3ccccn3)CC2)c(OC)c1 returned OX1R antag-1 -6 and OX1R antag-2 -16.
`COc1ccc(S(=O)(=O)N2CCOC23CCN(S(=O)(=O)c2ccc(Cl)cc2)CC3)cc1` gave OX1R antag-1 16 and OX1R antag-2 -30.
Screening COC(=O)[C@]1(S(=O)(=O)c2ccccc2)C[C@@H]2ON=C(c3ccc(OC)cc3)[C@@H]2C1 returned OX1R antag-1 29 and OX1R antag-2 -3.
`CCOC(=O)c1c(C)[nH]c(C)c1C(=O)CSc1nc2ccccc2c(=O)n1-c1ccccc1C` gave OX1R antag-1 26 and OX1R antag-2 -35.
Screening COc1cccc(OC)c1OCCCc1c(C)n[nH]c1C returned OX1R antag-1 8 and OX1R antag-2 -12.
For CCCCCc1nnc(NC(=O)CN2C(=O)C3CCCCC3C2=O)s1 (configuration not stated) the results were OX1R antag-1 1 and OX1R antag-2 -19.
Screening CC1CCN(C(=O)CCCN2C(=O)c3cccnc3Oc3ccc(Cl)cc32)CC1 returned OX1R antag-1 32 and OX1R antag-2 -20.
Cc1cccc(NC(=O)CN2CCN(C(=O)C3CCN(C(=O)/C=C/c4ccccc4)CC3)CC2)c1C was read as OX1R antag-1 -2 and OX1R antag-2 -7.
`O=c1c(Cl)c(NCCO)cnn1-c1cccc(Cl)c1` gave OX1R antag-1 19 and OX1R antag-2 -26.
For CCc1c(C(=O)Nc2ccc(OC)cc2)[nH]c(C)c1C(C)=O the results were OX1R antag-1 7 and OX1R antag-2 -22.
`OC1CCC(Nc2ncnc3sccc23)CC1` (configuration not stated) gave OX1R antag-1 18 and OX1R antag-2 -16.
Screening CSc1nsc(SCC(=O)Nc2ccc3c(c2)OCCO3)n1 returned OX1R antag-1 16 and OX1R antag-2 -24.
Screening FC(F)(F)c1cnc(C(c2ccccn2)c2ncn[nH]2)c(Cl)c1 (configuration not stated) returned OX1R antag-1 5 and OX1R antag-2 -18.
`Oc1cc(NCc2cccnc2)ccc1-c1nc2ccccc2o1` gave OX1R antag-1 13 and OX1R antag-2 4.
`CCOc1cc(S(=O)(=O)N2CCC(Cc3ccccc3)CC2)c(OCC)cc1-n1cnnn1` gave OX1R antag-1 14 and OX1R antag-2 -3.
`O=C(CCN1C(=O)c2ccccc2S1(=O)=O)NCc1ccco1` gave OX1R antag-1 21 and OX1R antag-2 -10.
`COc1cccc(CC(NC(C)=O)C(=O)NC2CCN(C(=O)c3ccc(Cl)cc3)CC2)c1OC` (configuration not stated) gave OX1R antag-1 14 and OX1R antag-2 -2.
`COc1ccccc1-c1cc(C(=O)Nc2cccnc2)no1` gave OX1R antag-1 17 and OX1R antag-2 -16.
Screening O=C(OCCc1cc2ccccc2c(=O)o1)c1ccco1 returned OX1R antag-1 10 and OX1R antag-2 4.
`O=C(NCCCN1CCCC1=O)c1cccc(S(=O)(=O)N2CCN(c3ccc(F)cc3)CC2)c1` gave OX1R antag-1 6 and OX1R antag-2 -31.
`Cc1cc(Cl)c(S(=O)(=O)NC(C(=O)O)c2ccccc2)cc1OCC(N)=O` (configuration not stated) gave OX1R antag-1 5 and OX1R antag-2 -5.
Screening CCOC(=O)Cn1c(=O)oc2cc(S(=O)(=O)Nc3c(C)cc(C)cc3C)ccc21 returned OX1R antag-1 7 and OX1R antag-2 -9.
Screening Cc1nc(NC(=O)COC(=O)C(C)NC(=O)c2ccccc2)c(Cl)cc1Cl (configuration not stated) returned OX1R antag-1 2 and OX1R antag-2 -20.
For Cc1[nH]c2ccc(C(=O)NCCCN3CCOCC3)cc2c1C the results were OX1R antag-1 11 and OX1R antag-2 -9.
For COC(=O)c1cnn(-c2ccccc2)c1/C=N/NC(=S)Nc1ccccc1 the results were OX1R antag-1 4 and OX1R antag-2 -22.
For CCOC(=O)c1ccc(-n2c(CC)nc3ccccc3c2=O)cc1 the results were OX1R antag-1 14 and OX1R antag-2 1.
Screening Cc1cc(C(=O)N/N=C/c2cc(Br)cc([N+](=O)[O-])c2O)c2ccccc2n1 returned OX1R antag-1 60 and OX1R antag-2 -15.
Screening CCCc1nnc(SCc2ccc(C(=O)OC)o2)n1N returned OX1R antag-1 7 and OX1R antag-2 -11.
`CCS(=O)(=O)Nc1cccc(-c2cc(-c3ccccc3)c3cc(C)ccc3n2)c1` gave OX1R antag-1 14 and OX1R antag-2 -39.
Screening Cc1ccc(-c2ccc(=O)n(CC(=O)NCCC(C)C)n2)cc1 returned OX1R antag-1 15 and OX1R antag-2 -5.
Cc1ccc(CC(CC(=O)O)C(=O)NCc2ccccc2)cc1 (configuration not stated) was read as OX1R antag-1 8 and OX1R antag-2 -3.
CC(C)N(Cc1nnc(-c2ccc(Cl)cc2)o1)C(=O)c1cc2ccccc2o1 was read as OX1R antag-1 7 and OX1R antag-2 -9.
CCOC(=O)c1c(NC(=O)CNC2CCCc3ccccc32)sc(C(N)=O)c1C (configuration not stated) was read as OX1R antag-1 8 and OX1R antag-2 -43.
Screening CCC(=O)c1cn(CCOc2ccccc2OC)c2ccccc12 returned OX1R antag-1 -1 and OX1R antag-2 -33.
COc1ccc(CNS(=O)(=O)c2ccc(-c3cnc(C4CC4)o3)cc2)cc1 was read as OX1R antag-1 14 and OX1R antag-2 12.

Fetched one by one from above (three):
COCCN(C(=O)c1csnn1)C(C(=O)NC1CCCCC1)c1ccccc1 (configuration not stated) was read as OX1R antag-1 8 and OX1R antag-2 -14.
Screening CSc1nsc(SCC(=O)Nc2ccc3c(c2)OCCO3)n1 returned OX1R antag-1 16 and OX1R antag-2 -24.
Screening Cc1cc(C(F)(F)F)c(C#N)c(SCC(=O)Nc2nc3ccccc3s2)n1 returned OX1R antag-1 74* and OX1R antag-2 22.

Hits appear at their usual frequency; overall some 2% were active at least once.
